Bioassay records deposited in PubChem by National Center for Advancing Translational Sciences (NCATS).
KB-V1 MDR tox: kills drug-selected multidrug resistant KB-V1 cells; KB-V1 MDR cells viability, CellTiter-Glo, 72 h; Potency, µM (doses to about 46.1 µM), for the others: at the top dose activity change, negative = cytotoxicity, hits mostly cytotoxic; hit rate 3.4% among 400,000; note: potency is the fitted concentration of half-maximal effect; % is set by controls: 0 for no effect and ±100 for the full control effect; nearly all actives have a fitted effect of over 60% in size
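Cells of the MDR subline KB-V1 are plated, dosed with compound at multiple concentrations, and incubated 72 h at 37 degrees C; CellTiter-Glo is then added and luminescence read after 10 min.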
ATXN viability: reduces viability in counter-screen for ATXN expression inhibitors | AID 651635 | Potency, µM (highest dose often 56.7 µM), actives largely listed as cytotoxic | hit rate 0.49% among 400,000 | S2 cells (HEK-293 line with an ATXN2-luciferase reporter) viability, CellTiter-Fluor protease fluorescence, 24 h; note: potency is the fitted concentration of half-maximal effect; nearly all actives have a fitted effect of over 40% in size
HT1080-NT tox: kills 2HG-producing HT-1080-NT fibrosarcoma cells; AID 686970; Potency, µM (doses to about 46.1 µM), inactives show at the highest dose activity, negative = less viability, usual class: cytotoxic; hit rate 1.6% among 360,000; HT-1080-NT fibrosarcoma viability, CellTiter-Glo ATP luminescence, 48 h;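 note: NT is the 2HG producing partner of a matched IDH1 knockdown line; potency is the fitted concentration of half-maximal effect; 0% = DMSO-treated cells and -100% = media-only wells without cells; nearly all actives have a fitted effect of over 55% in size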
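HT-1080-NT; 750 cells/well; 5% FBS RPMI; 48 h compound, 37 degrees C; CellTiter-Glo luminescence; curve fitting and curve-class assignment.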
SW480 rerep: induces DNA re-replication in SW480 colon adenocarcinoma cells | SW480 DNA re-replication, Hoechst DNA content imaging, 48 h | Potency, µM (highest dose often 46.1 µM), without a hit: top-dose re-replication activation, usual class: activators | hit rate 1.8% among 340,000; note: potency is the fitted concentration of half-maximal effect; % of control where 0% means no effect; nearly all actives have a fitted effect of over 55% in size
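Image-based read-out: total Hoechst fluorescence of nuclei (405 nm excitation, 500-530 nm emission), with hits raising the fraction of high-intensity nuclei. SW480 colon cells incubated 48 hr with compounds at 37 C.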
KB-3-1 cytotox: kills parental KB-3-1 adenocarcinoma cells. hit rate 1.4% among 400,000. Potency, µM (titrated, usually from 46.1 µM), inactives show at the top dose activity change, negative = cytotoxic, most hits filed as cytotoxic. KB-3-1 viability, CellTiter-Glo ATP luminescence, 72 h. AID 1347075; note: potency is the fitted concentration of half-maximal effect; % is set by controls: 0 for no effect and ±100 for the full control effect; nearly all actives have a fitted effect of over 60% in size
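Screening of KB-3-1 cells (DMEM, 10% FBS, phenol-red free) ran from lowest to highest compound concentration; after 72 h at 37 °C viability was read luminescently and curves fitted.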
HT1080 IDH1KD tx: toxicity to HT-1080 IDH1 knockdown cells (counter line) | HT-1080 IDH1 knockdown viability, ATP luminescence, 48 h | Potency, µM (doses to about 46.1 µM), inactives show top-dose activity, negative = toxicity, usual class: cytotoxic | hit rate 2% among 360,000;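 note: potency is the fitted concentration of half-maximal effect; 0% = DMSO wells and -100% = cell-free medium wells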
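Luminescent ATP read-out (CellTiter-Glo, 10 min at room temperature) after 48 h compound exposure at 37 °C gave viability of IDH1-knockdown HT-1080 cells. Activity was normalised to DMSO and cell-free wells, then fitted as concentration-response curves.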
ATXN2 expr inh: ATXN2 expression inhibition | HEK-293 ATXN2-luciferase reporter, luminescence, 24 h | Potency, µM (series often up to 57 µM), for the others: top-dose activity change, negative = inhibition, usual class: inhibitors | hit rate 0.72% among 360,000 | AID 1745845; note: potency is the fitted concentration of half-maximal effect; % is set by controls: 0 for no effect and ±100 for the full control effect; nearly all actives have a fitted effect of over 55% in size
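ATXN2-luciferase reporter cells (luciferase flanked by upstream and downstream ATXN2 gene portions) were treated 24 h at 37 °C with compounds at up to 57 uM. SteadyGlo luminescence gave expression; GF-AFC fluorescence gave viability.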
IL-1B inflam inh: inhibitors of inflammasome signaling (IL-1 beta secretion) | THP-1 LPS/ATP IL-1B secretion, AlphaLISA, 16 h; stronger effect = lower value | activity change, % at 57.5 µM | hit rate 4.7% among 360,000 | AID 743279; in the data active = activity change below about -50%; inconclusive = mostly about -30% to -49%; note: % is set by controls: 0 for no effect and ±100 for the full control effect
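Secreted IL-1B measured by AlphaLISA bead assay after 16 h compound exposure of THP-1 cells; compounds (final up to 57.5 uM) added 1 h before LPS (250 ng/mL) and ATP (1.25 mM) stimulation; lower signal means less secretion.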
MCF10A rereplic: induces DNA re-replication in MCF 10a normal breast cells. MCF 10A DNA re-replication, Hoechst nuclear intensity, 48 h. hit rate 2.9% among 350,000. Potency, µM (titrated, usually from 46.1 µM), inactives show at the highest dose activity, positive = re-replication, usual class: activators. AID 624296; note: potency is the fitted concentration of half-maximal effect; % of control where 0% means no effect; nearly all actives have a fitted effect of over 50% in size
* = called active by the depositor; i = inactive; ? = inconclusive; . = no result given; [ ] = another dose, or the depositor's remark. Unless noted, calls come from the whole dose curve; as a rule, active = well fitted curve in the direction sought with a large enough effect; inconclusive = small, poorly fitted or top-dose-only effect, or another doubt; inactive = no such curve, though single readings can be large; an effect the other way counts as inactive or inconclusive.

SMILES	KB-V1 MDR tox	ATXN viability	HT1080-NT tox	SW480 rerep	KB-3-1 cytotox	HT1080 IDH1KD tx	ATXN2 expr inh	IL-1B inflam inh	MCF10A rereplic
CCOC(=O)c1ccccc1NC(=O)c1ccc(F)cc1	-22%	i	-7%	5%	2%	0%	-4%	-24	-11%
CCc1cc2c(CN3CCN(CCO)CC3)cc(=O)oc2cc1O	?	.	0%	18%	-1%	0%	-5%	16	2%
CCCCCCn1c(N2CCC(C(N)=O)CC2)nc2c1c(=O)n(C)c(=O)n2C	-14%	i	-2%	4%	8%	8%	-6%	8	-4%
CCOC(=O)Cc1ccc(NC(=O)NCc2cccn2Cc2ccccc2)cc1	0%	i	.	.	7%	.	1%	.	.
O=C(CCN1C(=O)C2CCCCC2C1=O)N1CCN(S(=O)(=O)c2c(F)cccc2F)CC1 (stereo not drawn)	?	i	21%	-6%	?	17%	1%	-2	0%
COc1ccc(-n2c(=O)c3ccc(C(=O)NCc4ccc(C)cc4)cc3n(CC(=O)Nc3ccc(F)cc3)c2=O)cc1	18%	i	.	.	0%	.	7%	.	.
Cc1cc(C)nc(N/N=C/c2sccc2C)n1	?	i	-11%	10%	-26%	1%	30%[activator]	46	16%
COCCn1c(SCC(=O)Nc2cc(C(C)(C)C)nn2-c2ccccc2)nc2ccccc2c1=O	?	i	5%	-3%	-1%	1%	0%	18	-3%
COc1ccc(/C=N/NC(=O)CN(CCc2ccccc2)S(=O)(=O)c2ccc(NC(C)=O)cc2)cc1OC	?	i	-4%	1%	1%	-1%	8%	-19	13%
CCOC(=O)N1CCN(C(=O)COc2ccc(Br)cc2Cl)CC1	7.3µM*	?	-4%	0%	-11%	-2%	-4%	-21	0%
CC(C)(Cc1ccc(O)cc1)NC(=O)CC(=O)N=Nc1c(O)[nH]c2ccc(Br)cc12	?	i	2%	-1%	0%	-7%	-11%	22	30%
O=C(NNC(=O)c1cncc(Br)c1)c1ccncc1	?	i	5%	-14%	0%	14%	.	-10	9%
CN1CCC(N2CCN(C3CN(C4CCCC4)S(=O)(=O)C3)CC2)CC1 (stereo not drawn)	?	i	18%	.	0%	22%	6%	2	.
Cc1cc(C(=O)NCC2COc3ccccc3O2)c2ccccc2n1 (stereo not drawn)	?	i	0%	-2%	2%	0%	-4%	-70*	-6%
COc1cc(C(=O)N2CCNCC2)cc(OC)c1OC	?	i	-4%	1%	17%	1%	-23%	8	-1%
O=C(NCCN1CCCCC1)c1cc2ccccc2[nH]1	13%	i	-2%	3%	-8%	1%	3%	7	3%
CN(CC(=O)Nc1ccc(S(=O)(=O)N2CCCC2)cc1)Cc1ccc(Cl)c(Cl)c1	?	i	-11%	.	11%	-15%	-26%	18	?
Cc1ccccc1CN1CCSc2sccc2C1=O	7%	i	7%	-10%	5%	1%	-18%	0	-2%
Cc1ccc(N2CCN(CC3CC=CCC3)CC2)cc1 (stereo not drawn)	?	i	11%	4%	1%	-11%	-9%	-14	1%
COc1ccc(N(CC(=O)O)S(=O)(=O)c2ccc(OC)c(OC)c2)cc1	20%	?	14%	-3%	10%	7%	-26%	36	0%
NC(=O)c1ccsc1NC(=O)CSc1nncs1	-2%	i	-10%	2%	13%	3%	1%	10	0%
COc1ccccc1OCc1ccc(C(=O)NN)cc1	3%	?	-3%	-8%	8%	-8%	-18%	-3	1%
Cc1ccc(CNC(=O)c2cccc3c2C(=O)c2ccc(N4CCCCC4)cc2S3(=O)=O)cc1	-13%	i	-42%	4%	?	-10%	1%	13	?
COc1ccc(S(=O)(=O)N2CCCOC2CNC(=O)C(=O)NCc2ccco2)cc1 (stereo not drawn)	-18%	i	6%	-12%	14%	2%	9%	0	0%
COc1ccc(-n2cc3c(-c4cccc(Br)c4)nnc(C)c3n2)cc1	5%	i	-10%	2%	1%	-7%	.	-7	-11%
O=C(CCC(=O)c1ccccc1)Nc1ccccc1OC(F)F	?	i	23%	-3%	15%	12%	5%	-12	2%
C=CCn1c(Cc2cccs2)nnc1SC/C=C/c1ccccc1	?	i	1%	0%	-17%	-5%	-8%	33	?
O=C(NCc1ccccc1)N1CCC(CO)(Cc2cccc(F)c2)CC1	?	i	-7%	-16%	2%	3%	.	-11	4%

Shown in markdown: 11 of the compounds above
| Structure | KB-V1 MDR tox | ATXN viability | HT1080-NT tox | SW480 rerep | KB-3-1 cytotox | HT1080 IDH1KD tx | ATXN2 expr inh | IL-1B inflam inh | MCF10A rereplic |
| --- | --- | --- | --- | --- | --- | --- | --- | --- | --- |
| CN(CC(=O)Nc1ccc(S(=O)(=O)N2CCCC2)cc1)Cc1ccc(Cl)c(Cl)c1 | ? | i | -11% | . | 11% | -15% | -26% | 18 | ? |
| Cc1ccccc1CN1CCSc2sccc2C1=O | 7% | i | 7% | -10% | 5% | 1% | -18% | 0 | -2% |
| Cc1ccc(N2CCN(CC3CC=CCC3)CC2)cc1 (stereo not drawn) | ? | i | 11% | 4% | 1% | -11% | -9% | -14 | 1% |
| COc1ccc(N(CC(=O)O)S(=O)(=O)c2ccc(OC)c(OC)c2)cc1 | 20% | ? | 14% | -3% | 10% | 7% | -26% | 36 | 0% |
| NC(=O)c1ccsc1NC(=O)CSc1nncs1 | -2% | i | -10% | 2% | 13% | 3% | 1% | 10 | 0% |
| COc1ccccc1OCc1ccc(C(=O)NN)cc1 | 3% | ? | -3% | -8% | 8% | -8% | -18% | -3 | 1% |
| Cc1ccc(CNC(=O)c2cccc3c2C(=O)c2ccc(N4CCCCC4)cc2S3(=O)=O)cc1 | -13% | i | -42% | 4% | ? | -10% | 1% | 13 | ? |
| COc1ccc(S(=O)(=O)N2CCCOC2CNC(=O)C(=O)NCc2ccco2)cc1 (stereo not drawn) | -18% | i | 6% | -12% | 14% | 2% | 9% | 0 | 0% |
| COc1ccc(-n2cc3c(-c4cccc(Br)c4)nnc(C)c3n2)cc1 | 5% | i | -10% | 2% | 1% | -7% | . | -7 | -11% |
| O=C(CCC(=O)c1ccccc1)Nc1ccccc1OC(F)F | ? | i | 23% | -3% | 15% | 12% | 5% | -12 | 2% |
| C=CCn1c(Cc2cccs2)nnc1SC/C=C/c1ccccc1 | ? | i | 1% | 0% | -17% | -5% | -8% | 33 | ? |
